# Screening data from PubChem.
# Lipid storage S3: qHTS Assay for Lipid Storage Modulators in Drosophila S3 Cells; Drosophila S3 cells, BODIPY lipid droplet fluorescence, 18-24 h; cells fed with added oleic acid; lipid storage change, negative = inhibition, % at the top dose, mostly 46.1 µM; hits show Potency in µM; hit rate 0.64% among 320,000; active means well fitted inhibition curve with a large enough effect in the signal ratio, with a control signal flat, not every such curve was filed as active; inconclusive means small, poorly fitted or top-dose-only effect, or effect the other way, or a change in a side signal; the % refers to the signal ratio
#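 Laser-scanning cytometry quantifies lipid droplet accumulation (500–530 nm total intensity; droplet/cell object ratio) in oleic acid-fed (400 uM added) Drosophila S3 cells treated with a concentration series. 20 uM Triacsin C defined 100% inhibition.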
# Lipid storage S3 cell count max: also measured in Lipid storage S3; calls as there; cell number change, %; measured here: cell count max response;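 cells counted by Cell Tracker Red CMTPX staining in the red channel; peak over a dose series mostly up to 46.1 µM; percent activity relative to internal control wells on each plate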
# * = called active by the depositor; i = inactive; ? = inconclusive; . = not tested or not shown; [ ] = remark or other dose. On the % scale 0 is the no-effect control and ±100 the full control effect; potency means the concentration at half of the fitted maximal effect. Not all compounds are listed (hit frequency here may not be typical).
SMILES,Lipid storage S3,Lipid storage S3 cell count max
COc1ccc(C2C(C(=O)NC(C)C)c3ccccc3C(=O)N2C)cc1OC (centres undefined),9%,11
COc1ccc(CCNC(=O)c2cc(C(C)C)on2)cc1OC,i,.
CC(=O)c1c(C)[nH]c(C(=O)COC(=O)CN(C)S(=O)(=O)c2ccc(Cl)cc2)c1C,5.8µM*,.
CCOC(=O)N1CCN(S(=O)(=O)c2cc(Br)cc3c2N(C(=O)CC)CC3)CC1,?,.
CSCC[C@H](NC(=O)[C@@H]1Cc2ccccc2CN1)C(=O)NC1CCCCC1,?,.
Cc1ccccc1NC(=O)COC(=O)c1cc[n+]([O-])cc1,?,.
COc1ccc(C2NC(=O)CCC2[N+](=O)[O-])cc1OC (centres undefined),?,.
CCCC1(c2ccccc2)NC(=O)N(C/C=C/Cl)C1=O (centres undefined),i,10
Cc1ccc(-c2cc(C(=O)Nc3ccc(S(=O)(=O)Nc4ncccn4)cc3)[nH]n2)c(O)c1C,?,.
Cc1ccc(/C=N/NC(=O)c2cccc([N+](=O)[O-])c2)o1,?,.
O=P(C(=NCCO)NO)(N1CCOCC1)N1CCOCC1,?,.
O=[N+]([O-])c1ccc(N2CCN(C(=S)NC3CCCCC3)CC2)cc1,10%,-19
Cn1c(=O)c2cn3c(c2n(C)c1=O)C(c1ccccc1)CC(c1ccccc1)=N3 (centres undefined),?,.
COc1ccc(-c2nnc(N3CCOCC3)c3ccccc23)cc1,?,.
CCC(C(=O)NCc1ccc(F)cc1)n1nc(C)n2c(cc3occc32)c1=O (centres undefined),?,.
CCN(Cc1cc(=O)n2ccsc2n1)Cc1nc2cc(OC)c(OC)cc2c(=O)[nH]1,?,.
COC(=O)N/N=C/c1cccc(OC(=O)c2ccc3c(c2)OCO3)c1,5%,16
Cc1cc(=O)oc(C)c1C(=O)NC12CC3CC(CC(C3)C1)C2,?,.
O=C(CCNS(=O)(=O)c1cccc2nsnc12)N1CCc2ccccc21,?,.
COc1cccc(C2/C(=C(\O)c3ccc4c(c3)OCCO4)C(=O)C(=O)N2CCN(C)C)c1 (centres undefined),10%,-20
COC(=O)c1[nH]c2cc(OC)c(OC)cc2c1/C=N/Nc1ccccc1,i,8
O=C(NCc1ccc2c(c1)OCO2)C(=O)NCC(c1ccco1)N1CCN(c2ccccc2)CC1 (centres undefined),0%,-15
COc1ccc(-c2c(C)nc3c(-c4ccsc4)cnn3c2N)cc1,?,.
Cn1c(=O)c2c(-c3ccc(OC(F)F)cc3)cc(-c3ccccc3)nc2n(C)c1=O,19%,6
CCc1ccc(OCC(=O)Nc2cccc3nsnc23)cc1,-2%,1
# (more compounds)
SMILES,Lipid storage S3,Lipid storage S3 cell count max
CCN(CC)C(=O)C1CCN(S(=O)(=O)c2c(C)noc2/C=C/c2cccc(C)c2)CC1,?,.
CC1(C)NC(C)(C)C(O)(C(N)=O)C1=O (centres undefined),?,.
Cc1ccc2nc(N3CCN(c4cccc(C)c4C)CC3)c3nnnn3c2c1,i,.
COc1ccc(OC)c(/C=N/NC(=O)c2cc3c(OC)cc(OC)cc3[nH]2)c1,?,.
COc1c2ccoc2c(OC[C@@H](OC(C)=O)C(C)(C)O)c2oc(=O)ccc12,-9%,-20
Cc1ccc(NS(=O)(=O)c2ccc(C(=O)N3CCN(c4ccccn4)CC3)cc2)cc1,?,.
COc1ccc(CCNC(=O)c2ccc(CN3CCOCC3)cc2)cc1,8%,11
COc1ccc(CNC(=O)C2CCCN(S(=O)(=O)c3c(C)n[nH]c3C)C2)cc1 (centres undefined),i,.
COc1cccc(C(=O)N/N=C2/SCC(=O)N2CCc2ccc(OC)c(OC)c2)c1,?,.
CCOC(=O)c1[nH]c(C)c(C(=O)NCCCN2CCOCC2)c1C,11%,18
C1=C(CCNc2ncnc3c2cnn3-c2ccccc2)CCCC1,?,.
CCc1nnc(NC(=O)CCC(=O)Nc2ccc(C)cc2)s1,i,22
CCOc1cc(C)c(S(=O)(=O)Nc2ccc3cn[nH]c3c2)cc1C,?,.
CSc1ccccc1NC(=O)CCn1c(=O)sc2ccccc21,-1%,-13
O=C(Nc1ccnn1C1CCN(Cc2ccc3nonc3c2)CC1)c1cccc(F)c1,i,-1
CCOC(=O)c1nnn(CC(=O)Nc2cccc(Cl)c2C)c1C(=O)OCC,?,.
Cc1ccc(S(=O)(=O)NCCCN2CCOCC2)cc1C,3%,15
COc1cccc(C2C(C(=O)c3cc4ccccc4o3)=C(O)C(=O)N2CCN2CCOCC2)c1 (centres undefined),i,.
O=c1cc(N2CCN(Cc3ccccc3)CC2)[nH]c(=O)n1-c1ccc(Br)cc1,i,29
Cc1cccc(C(=O)NCC(=O)OCCOc2ccccc2Cl)c1,13%,.
O=C(Nc1ccccc1)C1=C[C@@H](C2CCCCC2)C[C@@H](OCCCCO)O1,4%,-3
CCN(CC)CCN(C(=O)c1ccc2c(c1)OCCO2)c1nc2ccc(C)cc2s1,?,.
O=C(CNC(=O)c1ccc(Br)o1)NCc1ccccc1Cl,?,.
COc1ccccc1NC(=O)CSc1nnc(-c2ccoc2C)n1CC1CCCO1 (centres undefined),-6%,30
CCOc1ccc(C/C(O)=C2\C(=O)CC(C)(C)CC2=NCC(=O)O)cc1OCC,-5%,-20
# (next part)
SMILES,Lipid storage S3,Lipid storage S3 cell count max
CN(C)S(=O)(=O)c1ccc(S(=O)(=O)NCCN2CCOCC2)cc1,-1%,-1
COc1cccc(-c2nc(CS(=O)CC(=O)NC3CC3)c(C)o2)c1 (centres undefined),?,.
O=C(NCCc1ccccc1)c1cc(S(=O)(=O)N2CCOCC2)ccc1F,?,.
Cc1cc(C)cc(C(=O)n2cnnc2N)c1,?,.
CS/C(=N\S(=O)(=O)c1cccs1)Nc1ccc(Br)cc1F,-1%,16
O=C(CNCc1ccccc1Cl)Nc1ccc(C(=O)N2CCCCC2)cc1,?,.
O=C1NC2CCc3nc4ccccc4c(=O)n3C2=Nc2ccccc21 (centres undefined),10%,9
O=C(NCCS(=O)(=O)N1CCN(c2ccc(F)cc2)CC1)c1ccc2c(c1)OCO2,?,.
O=C(NCc1cccnc1)c1cccc(S(=O)(=O)NCc2ccccc2)c1,?,.
O=S(=O)(c1ccccc1)c1nc(-c2ccco2)oc1NCCCN1CCOCC1,i,.
Cc1ccc(-c2cc(C(F)F)n3ncc(C(=O)N4CCN(c5ccccn5)CC4)c3n2)cc1,?,.
Cc1cnc(C(=O)OC(C)C(=O)Nc2ccccc2-c2ccccc2)cn1 (centres undefined),?,.
CCOc1ccc(Cn2nnc(C(=O)Nc3ccc(OC)cc3OC)c2N)cc1,?,.
O=C(Cn1cnc2c(nnn2-c2ccccc2)c1=O)N1CCOCC1,?,.
Cc1cc(=O)n2nc(N3CCCC3C(=O)NCCCN3CCCCC3)sc2n1 (centres undefined),?,.
CCOc1ccc(NC(=O)CCNS(=O)(=O)c2ccc3c(c2)oc(=O)n3C)cc1,i,-2
CC(C)Cc1nnc(NC(=O)CSc2nc(=O)cc(N)n2-c2ccccc2)s1,?,.
CSCC(=O)NCC1(N(C)Cc2ccccc2)Cc2ccccc2C1,i,-20
Cc1ccc(S(=O)(=O)NC(=NC(Cc2ccccc2)C(=O)O)c2ccccc2)cc1 (centres undefined),?,.
CCN(c1ccccc1)S(=O)(=O)c1ccc(OC)c(NC(=O)CCc2nc3ccccc3c(=O)[nH]2)c1,?,.
O=C(c1cnn2c(C(F)(F)F)cc(-c3ccc4c(c3)OCO4)nc12)N1CCCC1,8%,-10
CCn1ccc(C(=O)Nc2ccccc2SC)n1,?,.
CN(C)S(=O)(=O)c1ccc(N2CCCC2)c(C(=O)NNC(=O)COc2cccc(F)c2)c1,?,.
Oc1ccccc1/C=N/c1c(-c2ccco2)nc2ccccn12,?,.
Fc1cccc(C[n+]2csc3ccccc32)c1,i,.
# Next compounds.
SMILES,Lipid storage S3,Lipid storage S3 cell count max
O=C(CSc1nnnn1C1CCCCC1)Nc1ccccc1F,?,.
O=C(NC(=S)Nc1ccccc1O)c1ccc(-c2ccc(Cl)cc2)o1,?,.
CCN1CCN(CC(=O)Nc2ccccc2)C(=O)C1=O,8%,.
COc1ccc(S(=O)(=O)Nc2cc(C)on2)cc1NC(C)=O,-15%,-4
Cc1noc(/C=C/N(C)C)c1S(=O)(=O)NC1CCCCC1,?,.
O=c1cc(CN2CCN(c3ccccc3)CC2)c2c(ccc3ccccc32)o1,12%,-25
Cc1ccc(N2C(=O)C(Cl)=C(Nc3c(C)n(C)n(-c4ccccc4)c3=O)C2=O)cc1,?,.
Cc1ccc(Oc2nnc(-c3cccs3)c3ccccc23)cc1,?,.
COc1ccc(Cc2nnc(NC(=O)c3cccc([N+](=O)[O-])c3C)s2)cc1,-29%,-12
CCOc1ccc(NC(=O)C(C)O)c(NS(=O)(=O)c2ccc(CCNC(C)=O)cc2)c1 (centres undefined),i,-7
O=c1cc(O)c2ccccc2n1Cc1ccccc1F,?,.
O=C(O)c1ccccc1C(=O)c1ccc2c(c1)N(Cc1cccc(F)c1)C(=O)CO2,21%[9.22 µM],7
CCCn1c(-c2ccncc2)n[nH]c1=S,?,.
Cc1cc(OCc2nnc(SCC(=O)OC3CCCCC3)o2)ccc1Cl,-10%,-9
Cc1ccc(C)c(NC(=O)CSc2nc(N)c(NC(=O)c3cccs3)c(=O)[nH]2)c1,?,.
O=C(CCN1CCCCC1=O)NC1CCCN(Cc2ccc(Cl)cc2)C1 (centres undefined),?,.
COc1ccccc1NC(=O)C1=C(C)NC(=O)NC1c1cc(C)cs1 (centres undefined),?,.
Cc1ccc(Oc2nc3c(c(=O)n(C)c(=O)n3C)n2C)cc1C,?,.
COc1ccc(CCNC(=O)C(=O)NCC2CCCO2)cc1OC (centres undefined),-5%,-4
CC(=O)c1cccc(NC(=O)c2ccc(N(C)S(=O)(=O)c3ccc(C)cc3)cc2)c1,-1%,-28
O=C(CC(c1ccccc1)c1ccccc1)NCCOCc1ccccc1,?,.
COc1cc(/C=C/C(=O)O)ccc1OS(=O)(=O)c1cc(C)ccc1C,-1%,20
CC(=O)/C(=N/Nc1ccccc1)N1CCOCC1,?,.
Cc1cccc(NC(=O)c2ccc(F)c(S(=O)(=O)NCc3ccco3)c2)c1,?,.
CCC1CSC(=Nc2ccc(C)cc2)N1C(=O)CN1C(=O)NC2(CCCC2)C1=O (centres undefined),?,.

# An excerpt from above in order of the Lipid storage S3 cell count max value, highest first.
SMILES,Lipid storage S3,Lipid storage S3 cell count max
CCc1nnc(NC(=O)CCC(=O)Nc2ccc(C)cc2)s1,i,22
COC(=O)N/N=C/c1cccc(OC(=O)c2ccc3c(c2)OCO3)c1,5%,16
Cc1ccc(S(=O)(=O)NCCCN2CCOCC2)cc1C,3%,15
Cn1c(=O)c2c(-c3ccc(OC(F)F)cc3)cc(-c3ccccc3)nc2n(C)c1=O,19%,6
O=C(Nc1ccnn1C1CCN(Cc2ccc3nonc3c2)CC1)c1cccc(F)c1,i,-1
CSCC(=O)NCC1(N(C)Cc2ccccc2)Cc2ccccc2C1,i,-20

# The listing picks up; the 6 compounds before the break are reprinted first.
SMILES,Lipid storage S3,Lipid storage S3 cell count max
CC(=O)c1cccc(NC(=O)c2ccc(N(C)S(=O)(=O)c3ccc(C)cc3)cc2)c1,-1%,-28
O=C(CC(c1ccccc1)c1ccccc1)NCCOCc1ccccc1,?,.
COc1cc(/C=C/C(=O)O)ccc1OS(=O)(=O)c1cc(C)ccc1C,-1%,20
CC(=O)/C(=N/Nc1ccccc1)N1CCOCC1,?,.
Cc1cccc(NC(=O)c2ccc(F)c(S(=O)(=O)NCc3ccco3)c2)c1,?,.
CCC1CSC(=Nc2ccc(C)cc2)N1C(=O)CN1C(=O)NC2(CCCC2)C1=O (centres undefined),?,.
Cc1ccc(OCC(=O)Nc2sc3c(c2C#N)CCC3)cc1C,?,.
CC(C)(C)c1ccc(C(=O)NC(=O)COC(=O)c2ccco2)cc1,?,.
COc1ccc(/C=C/C(=O)OCC(=O)NCc2ccco2)cc1OC,16%,.
CC1CCCCC1NC(=O)COC(=O)COc1ccccc1Cl (centres undefined),?,.
COc1cc2cc(CN(Cc3cccnc3)C(=O)NCc3ccccc3)c(=O)[nH]c2cc1OC,?,.
Cn1c(Cl)cnc1C1CC(=O)c2cc(Cl)ccc2O1 (centres undefined),?,.
Oc1[nH]c2ccccc2c1N=Nc1c(F)c(F)c(Cl)c(F)c1F,-2%,0
COc1ccc(NC(=S)N2CCN(c3ccccc3)CC2)c(OC)c1,?,.
O=C(Oc1ccc(Br)cc1)C1CCN(C2=NS(=O)(=O)c3ccccc32)CC1,?,.
CC(=O)c1c(C)[nH]c(C(=O)OCc2ccc([N+](=O)[O-])cc2)c1C,i,14
Cc1nc2ccc(NC(=O)c3ccc4ccccc4n3)cc2s1,1%,-12
N#CCCn1nnc2ccccc21,?,.
CCO[C@H]1OC(C(=O)N2CCN(Cc3ccc4c(c3)OCO4)CC2)=C[C@@H](c2ccc3c(c2)OCO3)[C@@H]1CCCO,-25%,-21
CCOc1ccc(Oc2ccc(NS(=O)(=O)c3cc(C(=O)O)ccc3Cl)cc2)cc1,-6%,9
Cn1ncc(Br)c1C(=O)Nc1cccc(C(F)(F)F)c1,?,.
CCCc1nnc(NC(=O)c2oc3ccccc3c2COCC)s1,?,.
O=C(COC(=O)CSc1cccc2cccc(Cl)c12)Nc1ncc(C(F)(F)F)cc1Cl,0%,12
Cc1ccccc1C(=O)O/N=C(\c1ccccc1)c1ccccn1,?,.
CCN(CCNC(=O)Cn1c(=O)sc2ccccc21)c1ccccc1,?,.
CC1Cc2ccccc2N1C(=O)CSc1nnc2c(n1)[nH]c1ccccc12 (centres undefined),9%,3
COc1ccc(C(=O)NC(=S)NNC(=O)[C@H]2C[C@@H]2c2ccccc2)cc1OC,-26%,-29
